Screens: PubChem BioAssay, several laboratories
Cdc42 wt: modulators of GTP binding to wildtype Cdc42, primary screen, biochemical, multiplex bead flow cytometry, Bodipy-GTP. Cell division control protein 42 homolog (Homo sapiens), P60953. GST-Cdc42 beads; actives lie on both sides. percent activity (GTP binding), % at 10 µM. 190,000 tested, 0.2% active. AID 761, 2007;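 active means percent activity GTP binding at least 20 points away from the 100% baseline, either down as inhibitor or up as activator; inconclusive means compound flagged as likely green fluorescent from well-wide comparison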;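 further: median bead fluorescence of bound Bodipy-FL-GTP at 100 nM; 0% = excess unlabeled GTP control and 100% = no compound control; below 100% means less GTP binding so inhibitor and above means activator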
RGS8-Gao: RGS8-Galphao binding modulators, primary screen, biochemical, multiplexed bead flow cytometry. response (percent of control binding), % at 10 µM. 220,000 tested, 0.34% active. actives lie on both sides. Guanine nucleotide-binding protein G(o) subunit alpha (Homo sapiens), P09471. AID 1423, 2008; in the data active means response below about 60% or above about 140%; inactive means in between;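 further: Galphao activated as the GDP aluminium fluoride complex binding bead-coupled RGS8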
Target sequence (P09471 whole entry, looked up): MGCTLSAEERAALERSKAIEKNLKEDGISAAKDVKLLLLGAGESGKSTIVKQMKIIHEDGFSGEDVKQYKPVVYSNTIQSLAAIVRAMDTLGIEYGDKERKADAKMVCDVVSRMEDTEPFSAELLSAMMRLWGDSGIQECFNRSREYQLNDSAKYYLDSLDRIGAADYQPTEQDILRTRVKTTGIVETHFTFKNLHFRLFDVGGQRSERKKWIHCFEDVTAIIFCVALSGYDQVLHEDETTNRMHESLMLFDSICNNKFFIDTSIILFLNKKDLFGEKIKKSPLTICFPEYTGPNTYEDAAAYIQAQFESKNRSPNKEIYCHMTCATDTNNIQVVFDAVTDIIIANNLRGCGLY
Rab7 wt GTP bind: modulators of GTP binding to Rab7, primary screen, biochemical, wildtype, multiplex bead flow cytometry. GST-Rab7 beads, fluorescent GTP binding; actives lie on both sides; untreated = 100%, excess cold GTP = 0%. 190,000 tested, 0.055% active. AID 758, 2007. Rab7 GTPase wild type (dog), Bodipy-FL-GTP binding. GTP binding activity (percent of control), % at 10 µM;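 active means fluorescent GTP binding to Rab7 beads changed by at least 20 points from the 100% baseline, either direction, mostly lower; inconclusive means compound itself probably fluorescent, or too few beads counted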;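 further: median green fluorescence of bound Bodipy-FL-GTP per Rab7 bead population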
Rac1 wt modul: wildtype Rac1 GTP binding modulators, primary screen, biochemical, GST-Rac1 beads, flow cytometry, multiplex | fluorescent GTP binding; actives lie on both sides; 0 = cold GTP competed, 100 = untreated | Ras-related C3 botulinum toxin substrate 1 (Homo sapiens), P63000 | 190,000 tested, 0.27% active | GTP binding activity (% of control), % at 10 µM;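 active means GTP binding activity at least 20 points away from the 100% control level, either lower or higher; inconclusive means compound flagged as likely green fluorescent, judged across all proteins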
HRas wt GTP bind: modulators of GTP binding to HRas wildtype, primary screen, biochemical, bead-based flow cytometry, multiplex | GTPase HRas (Homo sapiens), P01112 | GST-Ras wt beads, Bodipy-FL-GTP binding; actives lie on both sides | GTP binding activity, % at 10 µM | 190,000 tested, 0.14% active | AID 759, 2007;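 active means GTP binding activity at least 20% away from the 100% baseline, either lowered as inhibitor or raised as activator; inconclusive means flagged as likely green fluorescent, judged across all proteins in the well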;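 further: 0% = unlabeled GTP competition control and 100% = no-compound control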
Target sequence (P01112 whole entry, looked up): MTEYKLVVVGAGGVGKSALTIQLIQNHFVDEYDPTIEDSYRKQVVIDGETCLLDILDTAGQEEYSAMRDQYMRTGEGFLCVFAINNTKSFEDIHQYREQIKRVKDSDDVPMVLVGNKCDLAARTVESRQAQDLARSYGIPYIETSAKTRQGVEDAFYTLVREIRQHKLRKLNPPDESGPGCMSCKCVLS
Mcl1-Bid inh: Mcl-1/Bid binding inhibitors, primary screen, biochemical, TR-FRET, 1536-well | Induced myeloid leukemia cell differentiation protein Mcl-1 (Homo sapiens), Q07820 | TR-FRET Mcl-1/Bid-Dy647 peptide binding | inhibition, % at 21.7 µM | 220,000 tested, 0.97% active | AID 1021, 2008;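 active means compounds that cut the binding signal by more than half at the single screening dose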;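 further: His-tagged Mcl-1 with europium anti-His antibody binding Bid BH3 peptide; 0% = Mcl-1 plus peptide wells and 100% = peptide-only wells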
Target sequence (Q07820 whole entry, looked up): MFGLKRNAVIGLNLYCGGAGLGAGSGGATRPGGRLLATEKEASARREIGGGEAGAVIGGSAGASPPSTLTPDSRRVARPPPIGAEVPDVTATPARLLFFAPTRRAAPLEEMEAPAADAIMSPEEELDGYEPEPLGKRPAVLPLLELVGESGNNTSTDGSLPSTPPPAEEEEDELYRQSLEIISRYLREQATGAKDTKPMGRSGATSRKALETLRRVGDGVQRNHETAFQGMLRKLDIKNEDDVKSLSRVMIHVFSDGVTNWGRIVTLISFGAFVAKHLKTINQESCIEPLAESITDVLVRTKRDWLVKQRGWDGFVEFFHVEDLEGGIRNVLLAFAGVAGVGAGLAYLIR
Mcl1 Noxa PPI: Mcl-1/Noxa binding inhibitors, primary screen, biochemical, TR-FRET, 1536-well; Induced myeloid leukemia cell differentiation protein Mcl-1 (Homo sapiens), Q07820; TR-FRET Mcl-1/Noxa peptide binding, 2 h; inhibition, % at 21.7 µM; 220,000 tested, 1.5% active; AID 1022, 2008;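 active means compounds that cut the protein-peptide binding signal by more than 50% relative to plate controls in a single-dose test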;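 further: His-tagged Mcl-1 with rhodamine Noxa BH3 peptide and terbium anti-His antibody; 0% = Mcl-1 plus Noxa peptide wells and 100% = peptide-only wells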
Pf gametocyte: late stage P. falciparum gametocyte viability inhibitors, primary screen, ATP luminescence, HTS. P. falciparum stage V gametocytes, 24 h. inhibition, % at 10.9 µM. 150,000 tested, 0.065% active. AID 743093, 2013;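 active means inhibition above the mean plus 3 SD of compounds within the control limits, set per campaign, cut at about 38% in these data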;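 further: 0% = DMSO wells and 100% = medium only without gametocytes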
Bim-Mcl-1: inhibitors of Bim peptide binding to Mcl-1, primary screen, biochemical, bead-based flow cytometry, multiplex; inhibition, % at 10 µM; 190,000 tested, 0.1% active; Induced myeloid leukemia cell differentiation protein Mcl-1 (Homo sapiens), Q07820; Bim peptide-Mcl-1 binding; AID 1009, 2008; in the data active means inhibition above about 40%;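 further: 0% = no compound tracer wells and 100% = peptide blocker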
Rac1 mut GTP: GTP binding modulators of activated mutant Rac1, primary screen, biochemical, bead-based flow cytometry, multiplex, fluorescent GTP. Ras-related C3 botulinum toxin substrate 1 (Homo sapiens), P63000. GST-Rac1 activated beads; actives lie on both sides; 100% means binding = to untreated wells. percent activity (GTP binding), % at 10 µM. 190,000 tested, 0.11% active. AID 764, 2007;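 active means GTP binding at least 20 percentage points away from the 100% baseline, in either direction, so actives lie on both sides; inconclusive means Compound likely fluorescent itself, or too few beads counted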
Rab2 wt GTP: modulators of GTP binding to Rab2A wildtype, primary screen, biochemical, dog, bead-based flow cytometry, multiplex. GTP binding activity, % at 10 µM. GST-Rab2 wt beads, Bodipy-GTP binding. Ras-related protein Rab-2A (Canis lupus familiaris), P61105. 190,000 tested, 0.19% active;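 active means GTP binding activity at least 20 points away from 100%, either lowered or raised; inconclusive means signal likely due to the compound's own green fluorescence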;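 further: 0% = beads with excess unlabeled GTP and 100% = no-compound control corrected for plate trend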
The depositor's hits bear a star; ? = inconclusive; . = not tested or not shown.

SMILES	Cdc42 wt	RGS8-Gao	Rab7 wt GTP bind	Rac1 wt modul	HRas wt GTP bind	Mcl1-Bid inh	Mcl1 Noxa PPI	Pf gametocyte	Bim-Mcl-1	Rac1 mut GTP	Rab2 wt GTP
NC(=O)COC(=O)CC12CC3CC(CC(C3)C1)C2	100.0	102.1	105.0	99.0	101.0	-25.4	9.8	-13.2	0.0	97.0	100.0
Cc1cc(N2C(=O)C3C4CC(C(Br)C4Br)C3C2=O)no1 (stereo not given)	101.0	100.3	104.0	105.0	102.0	5.0	0.4	-24.9	-5.0	97.0	100.0
Cn1c(SCC(=O)N2CCc3ccccc32)nnc1C1CC1	102.0	98.4	108.0	104.0	103.0	-16.6	1.5	.	-2.0	99.0	104.0
CC1CCc2nc(NCCO)nc(C(F)(F)F)c2C1 (stereo not given)	101.0	101.8	108.0	102.0	104.0	-13.3	-1.8	.	-3.0	98.0	107.0
O=C(N/N=C/c1cccnc1)/C(=C\c1cccs1)NC(=O)c1ccccc1	105.0	102.9	99.0	103.0	100.0	7.1	-6.0	9.7	-3.0	99.0	100.0
Cc1ccc(CNC(=O)Cn2c(=O)n(-c3ccccc3)c(=O)c3sccc32)cc1	98.0	95.2	95.0	98.0	97.0	-17.6	-4.4	-5.6	-2.0	97.0	97.0
Cc1ccc(CNCC(O)(c2ccccc2)c2ccc(F)cc2)cc1 (stereo not given)	96.0	102.0	100.0	102.0	98.0	-3.9	4.8	-3.6	0.0	97.0	98.0
CCC(c1nnnn1CCOC)N1CCN(Cc2ccccc2OC)CC1 (stereo not given)	102.0	100.8	104.0	108.0	103.0	38.2	24.3	7.8	-3.0	102.0	102.0
O=CC1=C(N2CCOCC2)/C(=C\c2ccccc2)CC1	91.0	100.8	96.0	94.0	94.0	-15.8	11.8	-10.7	0.0	90.0	92.0
CC1CN(C(=O)Nc2cccc(C(F)(F)F)c2)CC(C)O1 (stereo not given)	93.0	111.2	97.0	96.0	96.0	-35.4	3.8	8.2	0.0	93.0	97.0
Cn1cnc([N+](=O)[O-])c1S(=O)(=O)c1cccc(Cl)c1	92.0	101.3	96.0	99.0	97.0	-23.7	10.8	-4.3	-4.0	91.0	96.0
CC1(C)COC(c2cccn2Cc2ccc(F)cc2Cl)=N1	97.0	100.6	104.0	103.0	102.0	-12.8	7.0	.	-1.0	100.0	103.0
Cc1ccc(C(=O)N2CCN(c3ccc(Cl)cc3)CC2)cc1	102.0	98.8	99.0	107.0	100.0	-4.8	20.4	6.1	-1.0	102.0	101.0
O=C(COC(=O)C1CCC(=O)N1)Nc1ccc(Br)cc1 (stereo not given)	102.0	106.1	100.0	106.0	102.0	5.6	9.0	11.7	-2.0	101.0	98.0
CCOC(=O)N1CCN(C(=O)c2cccc(NC3=NC4CS(=O)(=O)CC4S3)c2)CC1 (stereo not given)	101.0	99.6	101.0	103.0	100.0	8.8	21.1	-4.4	-2.0	98.0	98.0
Nn1c(SCC(=O)Nc2ccccc2F)nnc1-c1cccnc1	100.0	101.1	101.0	100.0	100.0	-8.4	1.6	24.5	1.0	99.0	100.0
O=C(c1ccc(S(=O)(=O)N2CCCCC2)cc1)N1CCc2ccccc2C1	95.0	104.9	95.0	96.0	94.0	-6.8	0.9	21.2	-3.0	94.0	98.0
CCOC(O)[C@H]1N[C@@H](c2ccc(Cl)cc2)[C@@H]([N+](=O)[O-])[C@@H]1c1ccccc1 (stereo not given in full)	102.0	103.8	96.0	106.0	97.0	-1.1	12.6	-2.8	-4.0	99.0	98.0
CN(C)/C=N/C(=S)Nc1ccc(Cl)cc1	98.0	107.4	95.0	100.0	97.0	-48.4	7.5	-14.9	0.0	96.0	100.0
CCOC(=O)C1CCN(C(=O)CN(c2cccc(C(F)(F)F)c2)S(C)(=O)=O)CC1	101.0	99.1	100.0	104.0	99.0	9.3	-9.7	2.5	0.0	98.0	99.0
CCOC(=O)C1=C(C)N=C2c3ccccc3C(=O)C2C1c1ccc(C)cc1 (stereo not given)	94.0	106.9	93.0	94.0	95.0	-72.9	5.7	.	-1.0	95.0	96.0
O=C(COc1cccnc1[N+](=O)[O-])Nc1ccc(N2CCOCC2)cc1	96.0	103.3	105.0	98.0	98.0	-22.7	0.4	10.2	4.0	96.0	100.0
CN(C)S(=O)(=O)c1cccc(NC(=O)Cn2cc(C(F)(F)F)cc(Cl)c2=O)c1	99.0	102.2	102.0	94.0	97.0	-4.9	4.5	-12.4	0.0	97.0	98.0
O=C(COC(=O)C1CC1)Nc1ccc(Oc2ccccc2)cc1	99.0	101.7	98.0	101.0	99.0	9.2	4.1	.	1.0	97.0	98.0
Cc1c(C(=O)c2ccc(Br)cc2)c(=O)n(C)c(=O)n1C	97.0	99.6	94.0	98.0	93.0	-12.6	-14.2	16.4	-3.0	95.0	94.0

Other results:
SMILES	Cdc42 wt	RGS8-Gao	Rab7 wt GTP bind	Rac1 wt modul	HRas wt GTP bind	Mcl1-Bid inh	Mcl1 Noxa PPI	Pf gametocyte	Bim-Mcl-1	Rac1 mut GTP	Rab2 wt GTP
COc1ccccc1NC(=O)Cc1coc2cc(C)ccc12	99.0	97.7	99.0	97.0	98.0	-11.8	-1.2	24.0	-1.0	96.0	98.0
O=C(Nc1cccc(C(F)(F)F)c1)C12CC3CC(CC(C3)C1)C2	99.0	98.6	102.0	97.0	98.0	-13.5	-10.9	.	-1.0	96.0	99.0
COc1ccc(C(=O)CCNc2ccc(C)c(Cl)c2)cc1	106.0	97.8	99.0	105.0	102.0	-15.3	14.2	-17.4	-4.0	101.0	98.0
CCOC(=O)c1cc(C)sc1/N=C/C1C(=O)CC(C)(C)CC1=O	98.0	105.7	99.0	103.0	99.0	-44.4	23.0	0.6	0.0	99.0	100.0
Cc1ccc(N(CC(=O)NC(C)(C)C)C(=O)CNC(=O)c2cccs2)cc1C	101.0	104.7	100.0	100.0	97.0	-26.6	0.2	9.4	0.0	98.0	99.0
CN(C(=O)/C=C/c1ccccc1)C1CCS(=O)(=O)C1 (stereo not given)	105.0	102.4	101.0	108.0	102.0	-26.0	10.3	25.9	2.0	101.0	101.0
Cc1occc1C(=O)NCc1ccccn1	?	99.3	?	?	?	-42.0	-8.3	.	-1.0	?	?
Cc1[nH]n(-c2ccc([N+](=O)[O-])cc2)c(=O)c1C=NCCN1CCN(C(=O)c2ccccc2F)CC1	100.0	96.0	95.0	99.0	98.0	-22.9	19.4	-8.8	0.0	97.0	97.0
COc1cc(NC(=O)COc2cccc(OC)c2)cc(OC)c1	97.0	108.2	98.0	97.0	95.0	-5.1	5.9	.	20.0	95.0	96.0
Cc1[nH]n(C(N)=S)c(=O)c1N=Nc1ccc(S(=O)(=O)N2CCCC2)cc1	97.0	101.2	95.0	101.0	98.0	-26.4	30.0	.	-4.0	96.0	97.0
CN(C)/N=C/c1ccc(/C=N/NC(N)=S)o1	94.0	103.7	100.0	96.0	96.0	-30.1	20.2	.	0.0	96.0	95.0
O=C(CNc1ccccc1)Nc1ccc(F)cc1	95.0	93.8	99.0	97.0	95.0	-5.6	19.4	.	-6.0	95.0	95.0
CCOC(=O)CNC(=O)c1cc(C)oc1C	102.0	102.6	102.0	101.0	101.0	-60.3	-0.2	.	-2.0	96.0	102.0
COc1ccc(NC(=O)C(CC(C)C)NC(=O)C2CCC(C)CC2)c(OC)c1 (stereo not given)	92.0	110.0	101.0	99.0	97.0	-8.9	15.3	-8.0	0.0	96.0	96.0
CCN(CC)S(=O)(=O)c1ccc(N2CCOCC2)c(NC(=O)c2cccc3ccccc23)c1	97.0	100.8	95.0	100.0	96.0	-3.9	2.6	14.1	0.0	98.0	97.0
O=C(NCC1OCCc2ccccc21)c1ccc(NC(=O)c2ccccc2Cl)cc1 (stereo not given)	102.0	98.1	94.0	106.0	100.0	-4.9	-20.0	-26.3	-6.0	98.0	98.0
Cc1ccc2oc(-c3ccccc3)nc2c1	96.0	101.1	94.0	96.0	96.0	-1.9	8.1	.	-1.0	95.0	94.0
CCCOc1ccccc1C1CC(=O)Nc2cc3c(cc21)OCO3 (stereo not given)	96.0	100.6	93.0	93.0	95.0	1.2	1.8	23.2	-2.0	93.0	92.0
COCCNC(=O)C1CC(c2cccc(OC)c2)=NO1 (stereo not given)	100.0	100.2	102.0	101.0	102.0	-16.5	15.1	.	-2.0	99.0	100.0
CCOC(=O)Cn1nc(C)c(NC(=O)COc2ccc([N+](=O)[O-])c(C)c2)c1C	97.0	103.7	101.0	95.0	97.0	-11.7	8.0	-4.8	0.0	94.0	97.0
COc1cc(OC)c(C2=NOC(C(=O)NCc3ccc4c(c3)OCO4)C2)cc1Cl (stereo not given)	99.0	104.3	99.0	98.0	98.0	-17.1	23.5	.	-4.0	94.0	99.0
CC(C)OC(=O)CSc1nc2ccccc2s1	100.0	99.6	97.0	99.0	99.0	-7.3	15.0	10.0	-3.0	97.0	101.0
Cc1ccc(NC(=O)c2ccc(OC(=O)COc3ccc(Cl)c(C)c3)cc2)cc1	99.0	79.1	103.0	101.0	101.0	-19.7	19.6	-6.5	-3.0	96.0	98.0
CC1CN(CC(=O)Nc2ccccc2Sc2ccccc2)CC(C)O1 (stereo not given)	104.0	99.6	102.0	105.0	103.0	-15.4	-1.6	9.5	-3.0	103.0	103.0
CCOc1cc(CN2CCN(c3cccc(C(F)(F)F)c3)CC2)ccc1O	102.0	102.4	101.0	103.0	103.0	-26.0	11.9	-6.4	-6.0	101.0	103.0

Random draw from the library; overall some 2.9% were active at least once.
